14-3-3 PPI: alters human 14-3-3 gamma binding to Raf peptide; FP, 14-3-3gamma / TMR-pS259-Raf peptide binding; inhibition, % at 40 µM; P61981; 160,000 compounds, 0.19% hits; in the data active = inhibition above about 30%;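 note: 0% = protein plus tracer without compound and 100% = blank with tracer alone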
Target sequence (P61981 whole entry, looked up): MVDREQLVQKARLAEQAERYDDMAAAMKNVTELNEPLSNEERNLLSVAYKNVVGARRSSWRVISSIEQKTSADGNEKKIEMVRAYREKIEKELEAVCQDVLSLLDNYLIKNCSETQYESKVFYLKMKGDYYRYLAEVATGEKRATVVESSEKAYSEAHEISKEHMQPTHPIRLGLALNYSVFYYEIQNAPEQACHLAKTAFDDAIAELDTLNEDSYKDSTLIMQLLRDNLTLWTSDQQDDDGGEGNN
Numbers without * were called inactive; & = joins results of further samples. Only part of the results is shown, so the mix of outcomes need not match the whole.

smiles | 14-3-3 PPI
O=C(Nc1cccc2ccccc12)c1nn2c(c1Br)NC(c1cccs1)CC2C(F)(F)F (stereo not drawn) | -3
Cc1cc(C)cc(N(CC(=O)N2CCn3c2nc2ccccc23)S(=O)(=O)c2c(C)noc2C)c1 | 2
O=C(CSc1ncnc2sc3c(c12)CCCC3)c1ccc(Cl)cc1 | 8
COC(=O)COc1cccc2c1ccc1c3c(c(=O)oc12)CCCC3 | -22
CC(C)n1c(=S)[nH]c2c1c(=O)[nH]c(=O)n2C | 0&-3
COc1ccc(-c2nc(N)n(C(=O)c3ccccc3OC)n2)cc1 | 0
COc1cccc(NC(=O)c2c(O)c3c(n(CC(C)C)c2=O)CCCC3)c1 | -3
COc1ccc(-c2cc3nc(C)c(Cc4ccccc4)c(=O)n3[nH]2)cc1 | -54
CCOc1ccc2[nH]c(C)cc(=O)c2c1 | -1
CCOC(=O)C1=CN(c2ccc(C)c(C)c2)C=C(C(=O)OCC)C1c1cccs1 | -1
Cc1c(C(=O)NC(C)CN2CCCCC2)oc2ccccc12 (stereo not drawn) | -3
COC(=O)c1c(C)[nH]c(C)c1-c1ccccc1 | -8&-3
CCOC(=O)c1c(NC(=O)COc2ccccc2C)sc(C(C)=O)c1C | -15
CCOc1cc(NC(=O)C2CC2)c(OCC)cc1NC(=O)c1ccccn1 | -23
COCCn1nnnc1C(c1ccc(OC)cc1OC)N1CCN(c2ccccc2F)CC1 (stereo not drawn) | -11

The final four entries of the section above lead into the next.
smiles | 14-3-3 PPI
COC(=O)c1c(C)[nH]c(C)c1-c1ccccc1 | -8&-3
CCOC(=O)c1c(NC(=O)COc2ccccc2C)sc(C(C)=O)c1C | -15
CCOc1cc(NC(=O)C2CC2)c(OCC)cc1NC(=O)c1ccccn1 | -23
COCCn1nnnc1C(c1ccc(OC)cc1OC)N1CCN(c2ccccc2F)CC1 (stereo not drawn) | -11
Cn1c(=O)c2c(nc(SC3C(=O)CC(C)(C)CC3=O)n2C)n(C)c1=O | -4
CCCCOCCCNC(=O)N[C@H](C(=O)OC)C(C)C | -10
COc1ccc(OC)c(NC(=O)C2CCC(CNc3c(N4CCC(C)CC4)c(=O)c3=O)CC2)c1 (stereo not drawn) | -20
COCCOC(=O)C1=C(C)NC2=C(C(=O)CC(C)(C)C2)C1c1ccc(Cl)cc1 (stereo not drawn) | -15
Nc1nc(OCC(F)(F)F)cc(OCC(F)(F)F)n1 | -8
COc1ccc(-c2nnc(SCC(=O)c3[nH]c(C)c(C(C)=O)c3C)o2)cc1 | -23
CN(C)C1C(=O)C(C(N)=O)=C(O)C2(O)C(=O)C3=C(O)c4c(O)ccc(Cl)c4C(O)C3CC12 (stereo not drawn) | -40
Cc1nc2sc3c(c2c2nncn12)CCCC3 | -5
CCCSc1nc2c(c(=O)[nH]c(=O)n2C)n1C | 2
CSCCC1(C(=O)O)NC(c2cc(I)ccc2O)C2C(=O)N(Cc3ccccc3)C(=O)C21 (stereo not drawn) | -9
Cc1noc(C)c1S(=O)(=O)N1CCC(C(=O)NCCC2=CCCCC2)CC1 | -4&-10
Cc1[nH]nc2c1C(Cc1ccccc1)C(C#N)=C(N)O2 (stereo not drawn) | -7
CCOc1ccc(CN2CCC(=O)NC2=O)cc1 | -3
Cc1sc2ncnc(SCc3ccccc3)c2c1C | -6
NC(=O)CN1CCN(C(=O)c2ccco2)CC1 | -3

Later entries
smiles | 14-3-3 PPI
CCc1nnc(SCC(=O)N2CCCc3ccccc32)nc1CC | 2
CC(=O)c1ccc(N2CCN(S(=O)(=O)c3ccc4c(c3)CCN4C(C)=O)CC2)cc1 | -5
COc1ccc(N=Cc2c(C)c(C#N)c3[nH]c4ccccc4n3c2=O)c(OC)c1 | -9
COC(NC(=O)Nc1sc2c(c1C#N)CCCC2)(C(F)(F)F)C(F)(F)F | -11
CCCCN(CC)S(=O)(=O)c1ccc(C(=O)Nc2nnc(-c3ccccc3Cl)o2)cc1 | -15
c1coc(Cn2nnnc2CN2CCN(C3CCCCC3)CC2)c1 | -3
O=C(Nc1ccccc1)C1CCN(S(=O)(=O)c2ccc(F)cc2)CC1 | -3
CCOC(=O)c1c(NS(=O)(=O)c2ccccc2)sc(C)c1C | -11
CC(Sc1nc2ccccc2o1)C(=O)O (stereo not drawn) | -6
CC1CCN(C(=O)N2c3ccccc3Sc3ccccc32)CC1 | -2
c1coc(-c2nc3ccccn3c2Nc2ccc3c(c2)OCCO3)c1 | -25
COC(=O)C1=C(C)Nc2nnnn2C1c1ccco1 (stereo not drawn) | -9
COc1cc(OC)cc(-n2c(=O)c3ccccc3n(CC(=O)NCc3ccco3)c2=O)c1 | -10
COc1ccc(C(=O)NC(=O)CSc2nnc(-c3ccco3)n2-c2ccccc2)cc1 | 2
Cc1ccc(Oc2ccc(C#N)cc2[N+](=O)[O-])cc1C | 3

Following part.
smiles | 14-3-3 PPI
CCOc1ccc(-n2ccnc2SCC(=O)Nc2nc3ccccc3s2)cc1 | -20
N#CCn1nnc(-c2ccc3c(c2)OCO3)n1 | -4
CCOCC(=O)Nc1ccccc1C(=O)OCC | 0
O=C(CSc1nnc(CNc2ccc(F)cc2)n1Cc1ccccc1)N1CCOCC1 | 4
CCOc1ccc(N2C(=O)c3ccc(C(=O)OCc4c(C)noc4C)cc3C2=O)cc1 | -3
Cc1ccc(N2CC(C(=O)Nc3nnc(C(C)C)s3)CC2=O)cc1 (stereo not drawn) | -4
Cc1cc(C)c2c(N)c(C(=O)Nc3nnc(-c4ccccc4)s3)sc2n1 | 0
COC(=O)c1cc(NC(=O)C2COc3ccccc3O2)ccc1Cl (stereo not drawn) | 12
O=C(CN(CCc1ccccc1)C(=O)CNS(=O)(=O)c1ccccc1)NCc1ccco1 | -9
O=C(O)c1ccccc1Nc1cccc(OCc2ccc3ccccc3n2)c1 | -9
O=[N+]([O-])c1ccc(Sc2ccc(N=Cc3ccccc3O)cc2)cc1 | -5
CCOC(=O)C1=C(N)OC2=C(C(=O)CC(C)(C)C2)C1c1ccc(O)cc1 (stereo not drawn) | 1
CCOC(=O)N1CCC(NC(=O)CC(NS(=O)(=O)c2ccc(Cl)cc2)c2ccco2)CC1 (stereo not drawn) | 0
O=C(NC1(C(=O)NC2CCCCC2)CCCCC1)c1ccccn1 | -5
Cc1ccc(-n2ncc3c(=O)[nH]c(SCc4cccc(C)c4)nc32)cc1 | 12

Other structures
smiles | 14-3-3 PPI
COc1ccc(C2C3=C(CC(C)(C)CC3=O)OC3=C2C(=O)CC(C)(C)C3)c(OC)c1 | 4
CCOc1ccc(C(=O)Nc2ccc(O)c(-c3nc4cc(C)ccc4o3)c2)cc1 | -120
Cc1nnc2c(NC3CCCCC3)nc3ccccc3n12 | 0
Cc1cc(C)c(NC(=O)CCCCC(=O)Nc2c(C)cc(C)cc2C)c(C)c1 | 6
CNC(=O)C1C2C=CC3(CN(Cc4ccccc4Cl)C(=O)C13)O2 (stereo not drawn) | -2
Cc1ccccc1N1C(N)=NC(N)=NC1(C)C | 6&1
COc1cc2c3c(c1)/C(=C1/SC(NC(C)=O)=NC1=O)C(=O)N3C(C)(C)C=C2C | -5
COc1ccc(-c2nc(SCC(=O)Nc3ccc(C)c(Cl)c3)c3c(=O)n(C)c(=O)n(C)c3n2)cc1 | 6
O=C(Nc1ccc(N2CCOCC2)c2nonc12)C1CCCC1 | -65
O=C1CCCC2=C1C(c1cccc(Br)c1)NC(=S)N2 (stereo not drawn) | 3
O=C(Nc1ccc([N+](=O)[O-])cn1)c1ccc(COc2ccc(F)cc2)o1 | -3
CN(C1CCCCC1)S(=O)(=O)c1ccc2c(c1)c(=O)c(C(=O)N1CCN(c3ccc([N+](=O)[O-])cc3)CC1)cn2C | 1
COc1ccc(N(C(=O)C2CCCCC2)C2C=CS(=O)(=O)C2)c(OC)c1 (stereo not drawn) | 6
COc1ccc(OC)c(-c2cc(C(=O)Nc3cccc(Cl)c3)no2)c1 | -8
O=C(O)CN1CC2([N+](=O)[O-])C=C(C(=O)O)CC([N+](=O)[O-])(C1)C2 (stereo not drawn) | 8

The list goes on:
smiles | 14-3-3 PPI
Cc1ccc(F)cc1N1C(=O)CSC1c1ccccc1[N+](=O)[O-] (stereo not drawn) | 2
CCn1c(O)c(C2=NCCCC2)c2ccccc21 | -1
Cc1ccc(-n2ncc3c(=O)n(CC(=O)NCc4ccco4)cnc32)cc1C | -9
COc1cc2c(cc1NC(=O)CSc1nnnn1-c1ccccc1)oc1ccccc12 | -4&-6
N#Cc1ccc(-c2ccc(OCC(O)Cn3nnc4ccccc43)cc2)cc1 (stereo not drawn) | -4
Clc1ccccc1-c1nnc2sc(-c3ccncc3)nn12 | -2
CCCC(C(=O)NC1CCCC1)N(C(=O)Cn1nnc(-c2ccc(C)o2)n1)c1ccccc1OC (stereo not drawn) | -8
COc1ccccc1C(=O)Nc1ccc(-c2nc3ccccc3[nH]2)cc1 | 2
CC12CC3(C)CC(CC(=O)O)(C1)CC(CC(=O)O)(C2)C3 | -4
CC1CCCC(NC(=O)c2cccnc2SCc2cccc(F)c2)C1C (stereo not drawn) | -8
COc1ccccc1NC(=O)N(Cc1cc2cc(OC)c(OC)cc2[nH]c1=O)CC1CCCO1 (stereo not drawn) | -8
Cc1cc(NC(=O)C2C3C=CC(C3)C2C(=O)O)no1 (stereo not drawn) | 2
COc1cccc(C(=O)Nc2ccc(NC(=O)C(C)(C)C)cn2)c1 | -3
CCCc1nc2c(nnn2Cc2ccccc2)c(=O)[nH]1 | -4
Cc1ccc2cc3cc(C(=O)N4CCCCC4C)sc3nc2c1 (stereo not drawn) | -8

(continued)
smiles | 14-3-3 PPI
COc1ccc(C(=O)C(OC(=O)c2ccncc2)c2ccccc2)cc1 (stereo not drawn) | -10
Cc1ccc(-n2c(SCC(=O)Nc3ccc(C)cc3C)nc3c(c2=O)SCC3)cc1 | -8
COc1cccc(C2C(C(=O)Nc3ccccc3)=C(C)Nc3ncnn32)c1OC (stereo not drawn) | -10
CC(=O)N1c2ccccc2NC2=C(C(=O)CC(C)(C)C2)C1c1ccccc1OCc1ccccc1 (stereo not drawn) | 4
Cc1ccc2nsnc2c1NC(=O)c1cncc(Br)c1 | -34
CCN(CCCNC(=O)Cn1ncc2c(=O)oc3ccccc3c21)c1cccc(C)c1 | -1
COc1cccc(C(=O)Nc2ccccc2N2CCOCC2)c1 | -4
CC1=CC(C)(C)N(S(=O)(=O)c2ccc(Br)cc2)c2ccccc21 | -29
CCOC(=O)c1[nH]c(C)c(C)c1C | 0&-13
COc1cc(C2C(C(=O)Nc3cccc(C)n3)=C(C)NC3=C2C(=O)CC(C)(C)C3)cc(OC)c1OC (stereo not drawn) | -2
Cn1c(=O)c2c(nc(Oc3ccc(F)cc3)n2Cc2ccc(Cl)cc2)n(C)c1=O | -4
CCOC(=O)C(C(=O)N1CCOCC1)C1CCCCC1 (stereo not drawn) | 0
CCC(=O)Nc1ccc2nc(SCC(=O)Nc3c(C)cc(C)cc3C)sc2c1 | -2
COc1ccc(OC)c(CCC(=O)O)c1 | -13
Cc1cccc2cc(C3CC(c4ccccc4)=NN3C(=O)CCC(=O)O)c(=O)[nH]c12 (stereo not drawn) | -2

Next section.
smiles | 14-3-3 PPI
C=CCn1c(SCC(=O)c2ccc(NS(=O)(=O)c3ccccc3)cc2)nnc1-c1cccs1 | -6
CC(=O)N1N=C(C)CC1c1ccc(OCc2ccccc2)cc1 (stereo not drawn) | -4
O=c1sc2ccccc2n1COc1ccccc1 | -1
Cc1nc(N2CCCCC2C)c2c(C)c(C(=O)N3CCN(c4ccc(F)cc4)CC3)sc2n1 (stereo not drawn) | -39
CCNC(=O)c1ccc2c(c1)S(=O)(=O)c1ccccc1C2=O | -1
O=C(COc1ccc2ccccc2c1Br)Nc1ncn[nH]1 | -20
COc1ccc(NC(=O)c2cc3cccc(OC)c3oc2=Nc2sc3c(c2C#N)CCCC3)cc1 | 3
O=C(Nc1ccc(Cl)cn1)c1ccc(COCC(F)(F)C(F)F)o1 | -8&-17
O=S(=O)(Nc1cccc(-c2nc3cccnc3s2)c1)c1ccc2c(c1)OCCO2 | -1
COc1cc2nc(C)sc2cc1SC | -3
C=CCN1C(=O)C2(C(C#N)=C(N)Oc3n[nH]c(CCC)c32)c2ccccc21 (stereo not drawn) | -4
CCN(Cc1ccccc1)C(=O)Cn1c(=O)n(CC(=O)NCc2ccco2)c(=O)c2sccc21 | -7
CC(C)(C)c1ccc(C(=O)Nc2ccc(N3CCOCC3)c(Cl)c2)cc1 | -15
N#CCSc1nnc2c(n1)[nH]c1ccccc12 | -12
CC(C)c1ccccc1OCCNS(C)(=O)=O | -2

An excerpt from above in order of molar mass, highest first.
smiles | 14-3-3 PPI
CCN(Cc1ccccc1)C(=O)Cn1c(=O)n(CC(=O)NCc2ccco2)c(=O)c2sccc21 | -7
O=S(=O)(Nc1cccc(-c2nc3cccnc3s2)c1)c1ccc2c(c1)OCCO2 | -1
O=c1sc2ccccc2n1COc1ccccc1 | -1
COc1cc2nc(C)sc2cc1SC | -3

Continuation.
smiles | 14-3-3 PPI
COC(=O)C1C(=O)C2=C(CC1C)Nc1ccccc1NC2c1cccc(O)c1 (stereo not drawn) | 1
CCOc1cc(C2C(C(=O)OC)=C(C)N(C)C(C)=C2C(=O)OC)ccc1OC(C)=O | -3
CCOc1cc(C2C(C#N)=C(N)Oc3n[nH]c(C)c32)ccc1OCCN1CCOCC1 (stereo not drawn) | 2
CCOc1ccccc1NC(=O)c1ccc(F)c(S(=O)(=O)N(CC)c2ccccc2)c1 | 8
O=C(NCCc1ccccc1)c1ccccc1-n1cnc2ccccc2c1=O | -4
N#Cc1nc(Cc2ccccc2)oc1NCc1ccccc1Cl | -4
Cc1cc(C)c(-n2nnnc2SCC(=O)NCCc2ccccc2)c(C)c1 | -2
COc1cc(C2Nc3cccc4cccc(c34)N2)ccc1OC(C)=O | -23
CCn1c(SCC(=O)NC)nnc1C(C)C | -3

Screening data (PubChem)
